Screening data from PubChem BioAssay.
GAA glycogen – qHTS Assay for Inhibitors and Activators of Human alpha-Glucosidase Cleavage of Glycogen; recombinant GAA, glycogen substrate, Amplex Red glucose oxidase fluorescence; 300,000 compounds, 0.38% hits; Lysosomal alpha-glucosidase (Homo sapiens), P10253; Potency, µM (doses to about 76.4 µM), inactives show top-dose activity change, negative = inhibition, usual class: inhibitors;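 further: 0% = full enzyme reaction and -100% = no-enzyme basal signal; the screen sought inhibitors and activators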
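qHTS, 1536-well; enzyme 4 nM final; cpd up to 77 uM; substrate bovine liver glycogen 30 ug; 50 mM citrate/phosphate pH 5.0, 0.01% Tween-20; 37 C, 40 min; Amplex Red detection 45 min RT; Hill fit → AC50.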
NPSR antag – qHTS Assay for Antagonists of the Neuropeptide S Receptor: cAMP Signal Transduction; Q6W5P4; CHO-NPSR cells, cAMP TR-FRET, antagonist mode; Potency, µM (series often up to 38.3 µM), for inactives: top-dose activity change, negative = inhibition, usual class: inhibitors; 220,000 compounds, 1% hits; AID 1461, 2008; further: on the % scale 0 is the no-effect control and ±100 the full control effect; nearly all actives have a fitted effect of over 50% in size; many of its hits are not listed in these tables
Target sequence (Q6W5P4 whole entry, looked up): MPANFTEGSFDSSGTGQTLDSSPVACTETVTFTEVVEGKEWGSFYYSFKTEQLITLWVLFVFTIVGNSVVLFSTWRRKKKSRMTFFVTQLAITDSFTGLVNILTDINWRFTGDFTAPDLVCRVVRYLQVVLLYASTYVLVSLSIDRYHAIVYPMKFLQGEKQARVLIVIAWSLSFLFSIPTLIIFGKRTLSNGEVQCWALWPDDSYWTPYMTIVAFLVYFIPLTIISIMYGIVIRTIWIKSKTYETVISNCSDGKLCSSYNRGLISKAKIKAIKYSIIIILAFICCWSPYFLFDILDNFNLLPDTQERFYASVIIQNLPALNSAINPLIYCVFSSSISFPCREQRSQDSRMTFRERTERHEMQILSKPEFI
GAA spleen mod – qHTS Assay for Inhibitors and Activators of Human alpha-Glucosidase From Spleen Homogenate; Potency, µM (doses to about 79.9 µM), inactives show at the top dose activity change, negative = inhibition, most hits filed as inhibitors; 240,000 compounds, 0.006% hits; Lysosomal alpha-glucosidase (Homo sapiens), P10253; human spleen homogenate, 4-MU-alpha-glucoside fluorescence;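 further: 0% = enzyme with vehicle and -100% = no enzyme basal signal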
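Compounds were titrated against alpha-glucosidase in spleen homogenate at pH 5.0, with 1 mM 4-methylumbelliferyl substrate for 40 min at 37 C. Reactions were quenched with pH 10 NaOH/glycine and fluorescence measured.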
Tau fluor cs – Counterscreen qHTS for Inhibitors of Tau Fibril Formation, Fluorescence Polarization; Potency, µM (series often up to 57.7 µM), for the others: at the top dose activity change, negative = decrease; tau K18 P301L Alexa594 fluorescence, heparin fibrillization; 280,000 compounds, 0.93% hits; further: on the % scale 0 is the no-effect control and ±100 the full control effect; nearly all actives have a fitted effect of over 55% in size
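Human tau K18 P301L (15 uM unlabeled, 0.24 uM Alexa 594-labeled) in 100 mM sodium acetate pH 7 with 20 uM heparin, 6 hr at 37 C. ThT 30 uM added, 1 hr ambient; Alexa 594 FP and total fluorescence read at 555/632 nm.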
Epigenetic derep – Quantitative High-Throughput Screen for Regulators of Epigenetic Control | Potency, µM (top dose mostly 53.9 µM), for inactives: at the highest dose GFP activation, usual class: activators | 280,000 compounds, 0.2% hits | AID 1865, 2009 | murine LDR cells, GFP reporter derepression, 30 h; further: % of control where 0% means no effect; nearly all actives have a fitted effect of over 60% in size
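GFP-positive cell count by laser-scanning cytometry (objects 20–120 um) after 30 h, 37 C compound exposure of murine LDR cells; reporter is CMV-GFP integrated at a silenced locus, inducible by HDAC or DNMT inhibitors.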
aGal spleen mod – qHTS Assay for Inhibitors and Activators of Human alpha-Galactosidase From Spleen Homogenate; 240,000 compounds, 0.008% hits; Potency, µM (doses to about 80 µM), for the others: at the top dose activity change, negative = inhibition, most hits filed as inhibitors; AID 2107, 2009; Alpha-galactosidase A (Homo sapiens), P06280; human spleen homogenate, 4MU-alpha-Gal fluorescence, 40 min;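 further: 0% = enzyme with vehicle and -100% = no enzyme basal signal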
Target sequence (P06280 32-429 limits assumed): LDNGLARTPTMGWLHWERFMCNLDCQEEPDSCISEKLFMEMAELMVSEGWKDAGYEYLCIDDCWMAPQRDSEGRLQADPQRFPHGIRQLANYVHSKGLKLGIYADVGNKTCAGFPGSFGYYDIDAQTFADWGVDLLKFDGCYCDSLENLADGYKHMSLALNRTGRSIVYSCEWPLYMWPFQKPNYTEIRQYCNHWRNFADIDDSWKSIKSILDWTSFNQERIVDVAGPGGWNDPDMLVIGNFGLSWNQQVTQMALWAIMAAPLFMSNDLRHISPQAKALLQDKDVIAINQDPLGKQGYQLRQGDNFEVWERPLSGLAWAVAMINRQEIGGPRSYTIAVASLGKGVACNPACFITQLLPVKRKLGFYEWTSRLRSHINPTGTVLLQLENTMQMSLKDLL
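Fluorogenic readout (Ex 365/Em 440 nm) of 4-methylumbelliferone released from 1 mM 4-MU-alpha-galactoside by spleen homogenate, 40 min at 37C, pH 5.0. Data normalized to no-enzyme and enzyme controls; Hill-equation AC50 from compound titrations.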
GAA inhib – qHTS Assay for Inhibitors of Human alpha-Glucosidase as a Potential Chaperone Treatment of Pompe Disease | AID 1466, 2008 | 200,000 compounds, 0.005% hits | Lysosomal alpha-glucosidase (Homo sapiens), P10253 | purified human GAA, 4-MU-alpha-glucoside fluorescence | Potency, µM (top dose mostly 76.9 µM), inactives show top-dose activity change, negative = inhibition, usual class: inhibitors;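 further: plate controls were uninhibited enzyme wells for no effect and no-enzyme background for full effect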
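Fluorogenic assay: 4 nM human alpha-glucosidase with 400 uM 4-methylumbelliferyl-alpha-D-pyranoside in 50 mM citrate/phosphate, 0.005% Tween-20, pH 5.0, 20 min at room temperature. Compounds tested up to 77 uM; AC50 from Hill fits.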
ALDH1A1 inh – qHTS Assay for Inhibitors of Aldehyde Dehydrogenase 1 (ALDH1A1); Purified ALDH1A1, NADH fluorescence, propionaldehyde substrate; AID 1030, 2008; Potency, µM (series often up to 75.3 µM), for the others: at the top dose activity, negative = inhibition, most hits filed as inhibitors; Aldehyde dehydrogenase 1A1 (Homo sapiens), P00352; 220,000 compounds, 7.3% hits; active means well fitted inhibition curve with a large enough effect, not every such curve was filed as active; inconclusive means small, poorly fitted or top-dose-only effect, or another doubt; inactive means no such curve, though single readings can be large or run the other way;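 further: plate controls were no enzyme wells and a reference inhibitor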
The depositor's hits bear a star; [ ] = another dose, or the depositor's remark. Unless noted, the call rests on the fitted dose curve; in most records, active means well fitted curve in the direction sought with a large enough effect; inconclusive means small, poorly fitted or top-dose-only effect, or another doubt; inactive means no such curve, though single readings can be large; an effect the other way counts as inactive or inconclusive. Potency means the concentration at half of the fitted maximal effect. Not all compounds are listed, so the mix of outcomes need not match the whole.

Sample of the layout:
What do the screens show for `O=C1c2ccccc2C(=O)N1CC(O)CN1CCOCC1` (stereo unspecified)?
GAA glycogen: 4%; NPSR antag: 6%[46.1 µM]; GAA spleen mod: -7%; Tau fluor cs: -2%; Epigenetic derep: -1.0%; aGal spleen mod: 0%; GAA inhib: -1%; ALDH1A1 inh: 5%

What do the screens show for `COc1ccc(NC(=O)C2CC(=O)N/C(=N/N=C/c3ccco3)S2)cc1` (stereo unspecified)?
GAA glycogen: -6%; NPSR antag: 4%; GAA spleen mod: 5%; Tau fluor cs: -7%; Epigenetic derep: -1.2%; aGal spleen mod: 12%

Results (from the top)
What do the screens show for `O=C1c2ccccc2C(=O)N1CC(O)CN1CCOCC1` (stereo unspecified)?
GAA glycogen: 4%; NPSR antag: 6%[46.1 µM]; GAA spleen mod: -7%; Tau fluor cs: -2%; Epigenetic derep: -1.0%; aGal spleen mod: 0%; GAA inhib: -1%; ALDH1A1 inh: 5%

What do the screens show for `COc1ccc(NC(=O)C2CC(=O)N/C(=N/N=C/c3ccco3)S2)cc1` (stereo unspecified)?
GAA glycogen: -6%; NPSR antag: 4%; GAA spleen mod: 5%; Tau fluor cs: -7%; Epigenetic derep: -1.2%; aGal spleen mod: 12%

How did Cc1ccsc1/C=C1\SC(N2CCOCC2)=NC1=O do in these assays?
GAA glycogen: -3%; NPSR antag: inconclusive; GAA spleen mod: -10%; Tau fluor cs: -5%; Epigenetic derep: -0.9%; aGal spleen mod: -1%; GAA inhib: inconclusive; ALDH1A1 inh: 14µM*

How did Cc1cc(C(=O)OCC(=O)NCc2ccccc2)c(C)o1 do in these assays?
GAA glycogen: 21%; NPSR antag: 3%; GAA spleen mod: -7%; Tau fluor cs: 9%; Epigenetic derep: 1.1%; aGal spleen mod: -9%; GAA inhib: -2%; ALDH1A1 inh: 5%

How did CCOC(=O)C1CCN(C(=O)Cn2cccc2C(=O)c2ccccc2)CC1 do in these assays?
GAA glycogen: 3%; NPSR antag: -2%[46.1 µM]; GAA spleen mod: -1%; Tau fluor cs: -1%; Epigenetic derep: 0.1%; aGal spleen mod: 6%; GAA inhib: -3%; ALDH1A1 inh: 3%

How did CS(=O)(=O)N(CCc1ccccc1)CC(=O)N1CCN(Cc2ccc3c(c2)OCO3)CC1 do in these assays?
GAA glycogen: -1%; NPSR antag: -10%[46.1 µM]; GAA spleen mod: 1%; Tau fluor cs: -3%; Epigenetic derep: -2.4%; aGal spleen mod: 7%; GAA inhib: -6%; ALDH1A1 inh: -16%

What do the screens show for `COc1ccc(C2c3c(ccc4ccccc34)Oc3ncn4nc(CO/N=C/c5ccccc5)nc4c32)cc1` (stereo unspecified)?
GAA glycogen: -1%; NPSR antag: -6%[46.1 µM]; GAA spleen mod: 5%; Tau fluor cs: -1%; Epigenetic derep: 1.6%; aGal spleen mod: 10%; GAA inhib: -4%; ALDH1A1 inh: 17%

What do the screens show for `COC(=O)c1ccc(NCC(=O)N2CCCCCC2)cc1`?
GAA glycogen: -6%; NPSR antag: 3%; GAA spleen mod: -2%; Tau fluor cs: -8%; Epigenetic derep: 0.0%; aGal spleen mod: -5%; GAA inhib: -2%; ALDH1A1 inh: inconclusive

What do the screens show for `CC1(C)Cc2nc3oc4c(N5CCOCC5)ncnc4c3cc2CO1`?
GAA glycogen: 1%; NPSR antag: 9%[46.1 µM]; GAA spleen mod: -20%; Tau fluor cs: 0%; Epigenetic derep: 1.4%; aGal spleen mod: -22%; GAA inhib: 9%; ALDH1A1 inh: inconclusive

How did CCN(CC)c1ccc(NC(=S)Nc2ccc(F)cc2)cc1 do in these assays?
GAA glycogen: inconclusive; NPSR antag: -11%; GAA spleen mod: -3%; Tau fluor cs: inconclusive; Epigenetic derep: 1.3%; aGal spleen mod: -3%; GAA inhib: -13%; ALDH1A1 inh: 11µM*

What do the screens show for `C=CCn1c(SCn2nnc3ccccc3c2=O)nnc1-c1ccc(F)cc1`?
GAA glycogen: 1%; NPSR antag: 14%[7.67 µM]; GAA spleen mod: 5%; Tau fluor cs: -9%; Epigenetic derep: 1.9%; aGal spleen mod: 8%; GAA inhib: -7%; ALDH1A1 inh: -13%

Results for CC(=O)C1=C(C)OC(N)=C(C#N)C1c1ccncc1 (stereo unspecified) ?
GAA glycogen: -12%; NPSR antag: -1%[46.1 µM]; GAA spleen mod: 1%; Tau fluor cs: -11%; Epigenetic derep: -0.8%; aGal spleen mod: 6%; GAA inhib: 0%; ALDH1A1 inh: 6%

What do the screens show for `CCOc1ccc(C2C(C(=O)Nc3ccccc3)=C(C)N=c3s/c(=C/c4cccc(OCC(=O)O)c4)c(=O)n32)cc1` (stereo unspecified)?
GAA glycogen: 4%; NPSR antag: 44%; GAA spleen mod: -1%; Tau fluor cs: -11%; Epigenetic derep: 3.1%; aGal spleen mod: -2%; GAA inhib: 0%; ALDH1A1 inh: 1%

What do the screens show for `COc1ccc(C2CCCN2C(=S)Nc2cccc(Cl)c2C)cc1OC` (stereo unspecified)?
GAA glycogen: 1%; NPSR antag: -18%; GAA spleen mod: 6%; Tau fluor cs: -12%; Epigenetic derep: -3.1%; aGal spleen mod: -5%; GAA inhib: -7%; ALDH1A1 inh: inconclusive

Results for COc1cccc(NC(=O)C(=O)NCCCn2ccnc2)c1 ?
GAA glycogen: -6%; NPSR antag: 21%; GAA spleen mod: 5%; Tau fluor cs: 9%; Epigenetic derep: 0.1%; aGal spleen mod: 1%; GAA inhib: inconclusive; ALDH1A1 inh: 10%

What do the screens show for `CCC(C)n1c(C)nc2c(c1=O)c1nc3ccccc3nc1n2-c1ccc2c(c1)OCCO2` (stereo unspecified)?
GAA glycogen: 1%; NPSR antag: 0%[46.1 µM]; GAA spleen mod: -8%; Tau fluor cs: -4%; Epigenetic derep: 5.2%; aGal spleen mod: 10%; GAA inhib: -3%; ALDH1A1 inh: 3%

Results for CCOCCn1c(N(C)Cc2ccccc2)nc2c1c(=O)[nH]c(=O)n2C ?
GAA glycogen: 2%; NPSR antag: -14%[46.1 µM]; GAA spleen mod: -1%; Tau fluor cs: -4%; Epigenetic derep: 3.1%; aGal spleen mod: 4%; GAA inhib: 1%; ALDH1A1 inh: 3%

Results for Cc1cc(OC(=O)c2ccc(S(=O)(=O)N(C)C)cc2)c([N+](=O)[O-])c(=O)[nH]1 ?
GAA glycogen: 11%; NPSR antag: 8%; GAA spleen mod: -3%; Tau fluor cs: 4%; Epigenetic derep: -1.9%; aGal spleen mod: -9%; GAA inhib: -9%; ALDH1A1 inh: 8%

Results for O=C(Cc1ccc(Br)cc1)c1ccc(O)cc1O ?
GAA glycogen: -8%; NPSR antag: -15%[46.1 µM]; GAA spleen mod: -5%; Tau fluor cs: inconclusive; Epigenetic derep: -1.1%; aGal spleen mod: -23%; GAA inhib: inconclusive; ALDH1A1 inh: 2%

Results for c1ccc(CNc2nc3ccccc3n3cnnc23)cc1 ?
GAA glycogen: -13%; NPSR antag: -2%[46.1 µM]; GAA spleen mod: 3%; Tau fluor cs: -4%; Epigenetic derep: -1.6%; aGal spleen mod: 7%; GAA inhib: 1%; ALDH1A1 inh: inconclusive

What do the screens show for `CN1CCC(N(C)C(=O)c2ccccc2Nc2ccc(SC(F)F)cc2)CC1`?
GAA glycogen: 3%; NPSR antag: 2%[46.1 µM]; GAA spleen mod: 1%; Tau fluor cs: -14%; Epigenetic derep: 1.0%; aGal spleen mod: 8%; GAA inhib: -12%; ALDH1A1 inh: 0%

Results for CCCCn1cnc2c(sc3nc4c(cc32)CSC(C)(C)C4)c1=O ?
GAA glycogen: 7%; NPSR antag: -20%; GAA spleen mod: 11%; Tau fluor cs: -1%; Epigenetic derep: -3.0%; aGal spleen mod: 9%; GAA inhib: -6%; ALDH1A1 inh: 1.1µM*

What do the screens show for `COCCN(C)C(=O)CC1C(=O)NCCN1CC(c1ccccc1)c1ccccc1` (stereo unspecified)?
GAA glycogen: 15%; NPSR antag: -10%; GAA spleen mod: -9%; Tau fluor cs: -10%; Epigenetic derep: 1.1%; aGal spleen mod: -3%; GAA inhib: 7%; ALDH1A1 inh: 1%

What do the screens show for `S=C(Nc1ccccc1Cl)N1CCCCCC1`?
GAA glycogen: 9%; NPSR antag: -12%; GAA spleen mod: 2%; Tau fluor cs: -3%; Epigenetic derep: -0.1%; aGal spleen mod: 1%; GAA inhib: 1%; ALDH1A1 inh: -1%

What do the screens show for `COc1ccc(C(=O)N2CCC(c3ccccc3)CC2)c(OC)c1OC`?
GAA glycogen: -3%; NPSR antag: -1%; Tau fluor cs: 3%; Epigenetic derep: 2.1%; aGal spleen mod: -2%; GAA inhib: -10%; ALDH1A1 inh: inconclusive

How did O=C(c1ccc(NC(=S)Nc2ccc(Cl)c(Cl)c2)cc1)N1CCCC1 do in these assays?
GAA glycogen: 7%; NPSR antag: 0%[46.1 µM]; GAA spleen mod: -1%; Tau fluor cs: inconclusive; Epigenetic derep: 0.0%; aGal spleen mod: 4%; GAA inhib: 7%; ALDH1A1 inh: inconclusive

How did O=C(O)C(Oc1ccc2ccc(=O)oc2c1)c1ccccc1 (stereo unspecified) do in these assays?
GAA spleen mod: 3%; Tau fluor cs: -7%; Epigenetic derep: 0.0%; aGal spleen mod: -2%; ALDH1A1 inh: inconclusive

Results for COC(=O)c1ccc(Oc2ccc3nnc(C)n3n2)cc1 ?
GAA glycogen: 10%; NPSR antag: -19%[46.1 µM]; GAA spleen mod: -1%; Tau fluor cs: 3%; Epigenetic derep: -1.1%; aGal spleen mod: 5%; GAA inhib: 2%; ALDH1A1 inh: -2%

What do the screens show for `CNc1nnc(CSc2nc3ccccc3s2)s1`?
GAA glycogen: -6%; NPSR antag: 1%[46.1 µM]; GAA spleen mod: -8%; Tau fluor cs: -1%; Epigenetic derep: 0.0%; aGal spleen mod: -6%; GAA inhib: 1%; ALDH1A1 inh: -9%
